# Compound activity deposited in PubChem by several laboratories.
# HIV Rev-RRE inh – HIV Rev-RRE protein-RNA interaction inhibition; Rev peptide-RRE RNA binding, FRET; inhibition, % at 8 µM; 0.79% of 97,000 active; AID 704;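 active = inhibition above the screen-wide mean plus 3 SD, cut at about 35% in these data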;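 note: 0% = median DMSO wells and 100% = median Neomycin B control wells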
# Target sequence (P05866 whole entry, looked up): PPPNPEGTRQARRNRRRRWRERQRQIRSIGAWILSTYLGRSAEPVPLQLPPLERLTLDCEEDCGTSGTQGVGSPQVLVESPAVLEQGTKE
#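 Test system: Cy5-tagged RRE RNA duplex with fluorescein-tagged Rev peptide; Probe or stimulus: labelled Rev peptide; Schedule: 5 min preincubation and 15 min binding, 25 °C; Signal: FRET fluorescence readout; Evaluation: % inhibition from 671/540 nm acceptor-to-donor ratio, scaled between controls; Control set: DMSO and neomycin B.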
# EphB4 ephrin blk – blocks human EphB4 binding to ephrin-B2. AID 720. 0.15% of 97,000 active. P54760. inhibition, % at 7 µM. EphB4 LBD / TNYL-RAW-Alexa532 peptide, fluorescence polarization;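 active = inhibition above the screen-wide mean inhibition plus 3 SD, cut at about 15% in these data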;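 note: 0% = DMSO wells and 100% = excess unlabeled TNYL-RAW peptide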
# S1P2 antag – S1P2 (human) receptor antagonism. 0.21% of 97,000 active. O95136. inhibition, % at 5 µM. cell-based S1P2 antagonist assay, inhibition at 5 uM; in the data active = inhibition above about 45%;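 note: CRE beta-lactamase reporter cells expressing human S1P2 stimulated with S1P; 0% = agonist at EC80 alone and 100% = agonist plus reference antagonist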
# FAK blocker – FAK (human) kinase inhibition. biochemical FAK kinase activity assay. Q05397. 0.84% of 97,000 active. inhibition, %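 (tested at 7 µM)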. AID 727; in the data active = inhibition above about 19%;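 note: 0% = DMSO and 100% = reference compound high control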
# Target sequence (Q05397 whole entry, looked up): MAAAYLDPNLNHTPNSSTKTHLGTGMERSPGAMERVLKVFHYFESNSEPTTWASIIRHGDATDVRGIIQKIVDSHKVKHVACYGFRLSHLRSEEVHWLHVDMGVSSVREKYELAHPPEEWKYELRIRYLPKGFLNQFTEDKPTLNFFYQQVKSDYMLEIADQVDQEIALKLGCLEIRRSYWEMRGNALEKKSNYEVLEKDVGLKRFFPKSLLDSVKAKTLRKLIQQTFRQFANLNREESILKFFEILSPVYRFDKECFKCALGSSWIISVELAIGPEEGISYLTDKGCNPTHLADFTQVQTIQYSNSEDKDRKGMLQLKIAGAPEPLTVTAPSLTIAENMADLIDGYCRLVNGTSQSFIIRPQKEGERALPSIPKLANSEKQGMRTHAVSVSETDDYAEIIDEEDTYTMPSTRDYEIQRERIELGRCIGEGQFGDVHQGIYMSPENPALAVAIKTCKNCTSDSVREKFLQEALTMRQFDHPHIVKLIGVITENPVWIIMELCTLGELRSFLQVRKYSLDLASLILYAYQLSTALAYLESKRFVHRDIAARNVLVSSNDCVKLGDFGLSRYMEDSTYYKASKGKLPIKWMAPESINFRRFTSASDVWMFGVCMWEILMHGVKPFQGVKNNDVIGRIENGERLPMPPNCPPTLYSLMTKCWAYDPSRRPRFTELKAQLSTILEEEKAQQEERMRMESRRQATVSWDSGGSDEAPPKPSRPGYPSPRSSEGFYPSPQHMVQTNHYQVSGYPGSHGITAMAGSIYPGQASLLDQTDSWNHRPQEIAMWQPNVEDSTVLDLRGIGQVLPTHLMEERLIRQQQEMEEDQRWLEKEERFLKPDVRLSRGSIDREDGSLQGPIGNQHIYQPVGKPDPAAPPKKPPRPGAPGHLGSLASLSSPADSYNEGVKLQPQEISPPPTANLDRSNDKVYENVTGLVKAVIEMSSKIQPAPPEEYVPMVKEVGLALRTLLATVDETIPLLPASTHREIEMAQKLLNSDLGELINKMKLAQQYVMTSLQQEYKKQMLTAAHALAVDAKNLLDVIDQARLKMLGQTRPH
# S1P2 agonist – S1P2 (human) receptor agonism. 0.46% of 97,000 active. S1P2-expressing cell line, agonist reporter read-out. O95136. AID 729. activation, % at 4.5 µM; in the data active = activation above about 16%;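 note: 0% = vehicle low control and 100% = maximal reference agonist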
# Plk1 PBD FP – Plk1 (human) PBD binding inhibition; inhibition, %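 (tested at about 20 µM)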; P53350; Plk1 PBD phosphopeptide binding, fluorescence polarization; 0.13% of 97,000 active; in the data active = inhibition above about 34%, passing the limit was not always enough
# PLK1 kinase inh – inhibitors of human PLK1 kinase. P53350. recombinant PLK1 kinase, TR-FRET peptide phosphorylation. inhibition, % at 10 µM. 0.53% of 97,000 active. AID 619;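 active = inhibition of 50% or more in the single-concentration screen; inactive = inhibition below 50%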;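 note: 0% = DMSO max control and 100% = H-89 dihydrochloride min control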
# PLAP act – activators of human placental alkaline phosphatase. P05187. purified PLAP enzyme, luminescent substrate read-out; stronger effect = higher value. activation fold at 20 µM. 1.2% of 96,000 active. AID 696; in the data active = activation fold above about 2
# MT1-MMP txn act – MT1-MMP promoter transcription activation | HT1080 MT1-MMP promoter luciferase reporter, luminescence, overnight; stronger effect = higher value | activation factor at 10 µM | 0.16% of 86,000 active;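 active = activation factor of at least 2 for MT1-MMP transcription at 10 µM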
# * hit, by the source's call; nt = no result given.
SMILES,HIV Rev-RRE inh,EphB4 ephrin blk,S1P2 antag,FAK blocker,S1P2 agonist,Plk1 PBD FP,PLK1 kinase inh,PLAP act,MT1-MMP txn act
CCOC(=O)C(C(=O)OCC)C(=O)c1cc(OC)c(OC)c(OC)c1,-3,-6,-19,-2,0,-45,-3,1.3,1
O=C(NCCN1CCOCC1)c1csc2c1CCCCC2,-2,-9,-9,0,-4,8,-1,1.1,1.2
CC1=C(C)/C(=N/OC(=O)c2cccc([N+](=O)[O-])c2)C=CC1=O,11,9,29,-1,-8,-13,-5,nt,1
COc1ccc(-c2nn(C)c(=O)c3ccccc23)cc1NC(=O)Cn1nc(-c2ccccc2)c2ccccc2c1=O,-6,-1,-39,-3,-3,6,-2,1.2,1.2
O=C(Cn1nnc(-c2ccc(Cl)cc2)n1)NCC1CCCCC1,9,6,6,0,-5,9,-10,0.1,1.1
CCCCNS(=O)(=O)c1ccc2c(c1)oc(=O)n2CC(=O)OCC,5,0,9,0,-3,15,-10,0.8,nt
COc1cc(-c2cc(C(=O)O)c3cc4c(cc3n2)OCCO4)cc(OC)c1OC,-3,2,-2,-1,-8,13,0,1.3,1.2
O=C(CC(NS(=O)(=O)c1ccc(Cl)cc1)c1ccco1)N1CCc2ccccc21 (stereo unspecified),16,-7,-15,-1,-3,-9,-2,0.9,1.1
Cn1c(/C=N/c2nc3ccccc3[nH]2)nc2ccccc21,9,-4,-3,0,-6,17,-4,1,1.2
CCCCn1c(SCC(=O)c2ccc3c(c2)OCCO3)nnc1-c1ccco1,11,14,-8,10,-5,0,-9,1.2,1.1
O=[N+]([O-])c1ccc(Cl)c(/C=N/NC(=S)Nc2ccccc2)c1,8,3,-16,1,-2,-16,-3,1,nt
CC1(C)CCN(Cc2ccccc2)C1CC#N (stereo unspecified),3,9,26,2,-6,-1,-11,0.8,1.1
N#Cc1cccc(C(c2nnnn2Cc2ccccc2)N2CCCC2)c1 (stereo unspecified),5,-13,-1,1,-3,-6,-13,1,1
CC(=O)NC(CCS(C)(=O)=O)C(=O)Nc1cccc(C)c1C (stereo unspecified),11,0,29,1,-5,-14,-10,1,1.1
CCOc1ccccc1N(CC(=O)Nc1ccc2c(c1)OCCO2)S(C)(=O)=O,0,5,4,-2,-12,0,-7,1.5,1.1
COC(=O)COc1nsnc1N1CCOCC1,0,-5,-15,1,-4,2,-2,0.9,1.1
COc1ccc(N2CCN(C(=O)CSc3ncccc3-c3nc4ccccc4[nH]3)CC2)cc1,-1,-2,20,1,-2,16,23,1.2,1.2
O=c1c2cc(Br)ccc2[nH]c(=S)n1Cc1cccnc1,3,11,11,3,-3,-8,-1,0.9,nt
CC(Sc1nnc(C(C)N(C)C)n1-c1ccc(Cl)cc1)C(=O)Nc1ccc2c(c1)OCO2 (stereo unspecified),9,0,-1,3,-4,-21,-7,1.4,1.3
Cc1nc2ccc(S(=O)(=O)NCC(=O)N3CCc4ccccc43)cc2s1,-5,-2,-1,3,4,19,6,0.9,1.3
COc1cc(C(=O)N(Cc2ccc(F)cc2)C2CCS(=O)(=O)C2)cc(OC)c1OC (stereo unspecified),-2,-5,10,-1,-3,-31,-8,1.1,1.2
CCc1ccc(NC(=O)CSc2nnc(COc3ccc4c(c3)CCCC4)o2)cc1,4,0,-28,-1,-1,7,-5,0.9,1
Cc1ccc(Nc2nc(N)nc(CN3CCN(c4ccccc4)CC3)n2)cc1Cl,3,6,-7,-6,-12,-11,-2,1.6,1.2
COc1ccc(-c2oc3ncn(Cc4ccco4)c(=N)c3c2-c2ccc(OC)cc2)cc1,0,-11,19,3,-8,-26,-7,1,nt
CCOC(=O)C1(P(=O)(c2ccccc2)c2ccccc2)CCC1,5,7,-1,0,-1,-13,-6,1,1.2
COC(=O)c1ccc(NC(=O)C2CCCN(S(=O)(=O)c3cnc[nH]3)C2)cc1 (stereo unspecified),8,1,0,-8,-4,-18,-5,1.4,1.1
O=C(NCc1ccc(F)cc1)C1CCC(=O)N1C1CCCCC1 (stereo unspecified),1,-4,3,-6,-4,-35,-3,1,1.2
COc1ccc(OC)c(C(=O)CSc2nc3c(c(=O)n(C)c(=O)n3C)n2C(C)C)c1,3,-5,-8,-5,2,-19,-3,1,0.9
c1cncc(-c2nc(N3CCCCCC3)c3ccccc3n2)c1,11,2,-20,13,-5,-16,-10,1.3,0.9
CN(C)CCN1C(=O)C(O)=C(C(=O)c2ccco2)C1c1ccccc1F (stereo unspecified),7,3,-11,0,-3,-10,-10,1.2,1.1
Cc1ccc(Nc2nc(N)nc(CN3CCN(C)CC3)n2)cc1C,9,1,-13,-1,-5,5,-4,1.1,1.1
COc1cc(NS(=O)(=O)c2ccc(NC(C)=O)cc2)ncn1,12,9,9,-1,-1,11,-4,0.8,1.1
COc1ccc(C2Nc3ccccc3C(=O)N2Cc2ccccc2)cc1CSc1ccccn1 (stereo unspecified),2,0,-11,-4,-5,-4,-7,1,nt
Cc1noc(C)c1C(=O)NCCc1ccccc1,3,2,14,0,-2,7,-11,1.1,1.2
CSc1nc(C)cc(OCC#N)n1,9,0,1,4,-4,-16,-7,0.9,1.1
CC(=O)c1cccc(S(=O)(=O)N2CCN(c3nc4cc(C)cc(C)c4cc3C#N)CC2)c1,4,-6,11,-5,-6,8,-19,1.6,1.1
Cc1cc(N2CCN(c3ccccc3)CC2)nc(NCc2ccccc2)n1,12,2,18,1,-3,1,1,0.9,1.1
O=C(Nc1ccc(Cl)cc1)OCc1cc(-c2ccccc2Cl)on1,5,0,4,-3,-8,13,-11,1.1,nt
CN=C1c2cc3cc(OC)ccc3n2CCN1C,-1,-3,-4,-2,-1,-23,-7,nt,1.1
CCC(CC)C(=O)Nc1c2c(nn1-c1ccc(OC)cc1)CS(=O)(=O)C2,5,5,7,-9,-8,15,-16,1.1,1.2
CCCCn1nc2cc(C(=O)NCCc3cccs3)ccc2c1OCC,5,6,4,4,-4,1,-12,1.3,nt
CC1CCCC(C)N1c1nnc(NC(=O)c2cc(-c3ccc(Br)cc3)on2)s1 (stereo unspecified),8,5,-9,-1,-4,25,-23,1.7,nt
O=C(Cc1cccs1)NCc1ccccc1F,6,4,20,-2,-2,-14,-7,0.9,1.3
Cn1nc(C(=O)Nc2ccc(S(=O)(=O)N3CCCC3)cc2)ccc1=O,3,-4,0,3,-8,27,-9,0.8,1
O=C(NCc1cccnc1)c1cccnc1-c1nc2ccccc2s1,5,0,-4,-1,-1,-4,-30,0.8,nt
CC(C)(C)CC(=O)NC(=S)N1CCCCCC1,6,1,4,-3,-6,0,-1,1.1,nt
Cc1ccc(CNC(=O)CN2C(=O)C3(OCCCO3)c3ccccc32)cc1,3,0,6,-6,-7,-1,11,1,1.2
CCC(C)(C)NC(=O)C(c1ccccc1F)N(Cc1ccco1)C(=O)Cn1nnc2ccccc21 (stereo unspecified),-5,1,9,1,-3,1,-11,1.3,1

# Some of these compounds in order of the S1P2 agonist value, low to high:
SMILES,HIV Rev-RRE inh,EphB4 ephrin blk,S1P2 antag,FAK blocker,S1P2 agonist,Plk1 PBD FP,PLK1 kinase inh,PLAP act,MT1-MMP txn act
O=C(Nc1ccc(Cl)cc1)OCc1cc(-c2ccccc2Cl)on1,5,0,4,-3,-8,13,-11,1.1,nt
Cc1cc(N2CCN(c3ccccc3)CC2)nc(NCc2ccccc2)n1,12,2,18,1,-3,1,1,0.9,1.1
CN=C1c2cc3cc(OC)ccc3n2CCN1C,-1,-3,-4,-2,-1,-23,-7,nt,1.1

# Next records follow:
SMILES,HIV Rev-RRE inh,EphB4 ephrin blk,S1P2 antag,FAK blocker,S1P2 agonist,Plk1 PBD FP,PLK1 kinase inh,PLAP act,MT1-MMP txn act
N#Cc1cc2sc3nc4ccccc4n3c2cc1C#N,5,-3,-10,-1,-5,-10,-8,0.9,1
CC(C)NC(=O)CSc1nnc(COc2ccccc2Cl)o1,8,5,11,-1,-6,5,16,1.1,1.1
O=C(CSc1c[nH]c2ccccc12)N1CCOCC1,5,-1,11,4,-6,10,3,1,1.2
Cc1cccc(CCNS(=O)(=O)c2ccc(S(=O)(=O)NC3CCCC3)cc2)c1,15,5,0,-1,-6,-16,-35,0.8,1.2
CCOc1ccc2nc(NC(=O)C(NS(=O)(=O)c3cccc4nsnc34)C(C)C)sc2c1 (stereo unspecified),5,-7,-15,-7,-3,25,-1,2.4*,nt
O=C1CCCN1CCC1CCN(C2CC(=O)N(c3ccc(Cl)cc3)C2=O)CC1 (stereo unspecified),11,8,6,0,-3,-9,-8,1.4,1.1
COc1cccc(/C=C2\N=C(c3c(-c4ccccc4)noc3C)OC2=O)c1,8,-1,5,-1,-3,-19,-3,1.3,nt
CC(=O)Nc1c(O)nc(SCC(=O)Nc2cccc(C)c2)[nH]c1=O,10,3,14,0,0,-26,-14,1.4,1.1
CC(=O)NC(O)C(=O)c1ccco1 (stereo unspecified),8,1,7,2,-3,3,-10,1.1,1.1
Cc1ccc(Nc2nnns2)cc1C,6,-2,-10,-2,-6,-18,-11,0.9,1.1
CCOC(=O)c1[nH]c2cc(OC)c(OC)cc2c1N,5,4,-9,2,-3,-12,-10,0.9,1.1
Cc1nc2cc(C(F)(F)F)ccc2n1C1CCN(CC(=O)N2CCOCC2)CC1,11,0,7,0,-6,1,-6,1.3,0.9
O=C(c1cccc(N2CCCC2=O)c1)N1CCN(c2ccccc2)CC1,-3,3,9,-2,-5,9,-2,nt,1
CC(Sc1sc(=S)sc1SC(C)C(=O)O)C(=O)O (stereo unspecified),10,1,13,-7,-13,-25,-3,1,1
CC(Oc1ccc(Cl)cc1Cl)C(=O)NCc1ccncc1 (stereo unspecified),4,-6,2,0,-5,-23,-9,1.5,1.1
O=C(NC1=NCCS1)c1cccc(NC(=O)c2ccco2)c1,8,10,21,11,-7,-2,6,1.1,1.1
CCN(CC)C(=O)C1=C(C)NC(=O)NC1c1ccccc1F (stereo unspecified),8,-2,-7,-3,-2,-18,-5,0.9,1.2
COc1cccc(N(CC(=O)N2CCc3ccccc3C2)S(C)(=O)=O)c1,5,-9,16,1,-3,16,0,1.2,1.1
NC(=O)CSc1c[nH]c2ccccc12,4,-2,-7,0,-3,-12,-13,nt,1.2
O=C1c2ccccc2C(=O)N1CC(O)COCc1ccccc1 (stereo unspecified),4,-5,16,-1,-5,24,-8,0.9,1.1
N#Cc1cnn2c1nc(N1CCOCC1)c1ccccc12,0,5,-29,51*,9,17,-11,0.9,nt
O=C(CN1CCN(c2ccccn2)CC1)Nc1ccc(Cl)c(C(F)(F)F)c1,18,0,-7,0,-9,-1,-13,1,1
Cc1noc(C)c1CSc1ncnc2sc(C)c(C)c12,10,-7,-25,4,-4,-7,-11,1,1
COc1ccccc1C(c1nnnn1C(C)(C)C)N1CCCCCC1 (stereo unspecified),7,-7,-5,-1,-3,9,-13,1.3,1

# Retrieved one by one from the entries so far, 3 records:
SMILES,HIV Rev-RRE inh,EphB4 ephrin blk,S1P2 antag,FAK blocker,S1P2 agonist,Plk1 PBD FP,PLK1 kinase inh,PLAP act,MT1-MMP txn act
CC(Sc1sc(=S)sc1SC(C)C(=O)O)C(=O)O (stereo unspecified),10,1,13,-7,-13,-25,-3,1,1
O=C1c2ccccc2C(=O)N1CC(O)COCc1ccccc1 (stereo unspecified),4,-5,16,-1,-5,24,-8,0.9,1.1
CC(Oc1ccc(Cl)cc1Cl)C(=O)NCc1ccncc1 (stereo unspecified),4,-6,2,0,-5,-23,-9,1.5,1.1

# The list goes on:
SMILES,HIV Rev-RRE inh,EphB4 ephrin blk,S1P2 antag,FAK blocker,S1P2 agonist,Plk1 PBD FP,PLK1 kinase inh,PLAP act,MT1-MMP txn act
O=C1N(CN2CCC3(CC2)OCCO3)c2ccccc2C12OCCCO2,5,3,-5,-4,-1,7,-17,1,1.3
COc1ccc(OCCSc2ncccn2)cc1,5,0,8,0,-1,19,-11,0.8,1
O=S(=O)(Nc1ccc2c(c1)OCCO2)c1cccs1,8,-4,-16,4,-1,-7,-6,1,1.3
CCCCC(=O)NC1(C(F)(F)F)C(=O)N(Cc2ccco2)C(C)=C1C(=O)OC (stereo unspecified),-3,-3,18,0,-1,12,-15,0.9,1
Cc1cc(NC(=O)CCC2COc3ccccc3O2)no1 (stereo unspecified),5,5,-3,-1,0,7,-16,1,1.1
